High-throughput results deposited in PubChem BioAssay by The Scripps Research Institute Molecular Screening Center.
FBW7 activator: human FBW7 E3 ligase activation, primary screen. Q969H0. AlphaScreen FBW7–phospho-cyclin E peptide binding, activator screen. normalized activity (activation), % at 26.1 µM. 650,000 tested, 0.13% active; in the data active means normalized activity above about 1.9%;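 further: purified mutant Fbw7 with reduced substrate affinity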
Target sequence (Q969H0 whole entry, looked up): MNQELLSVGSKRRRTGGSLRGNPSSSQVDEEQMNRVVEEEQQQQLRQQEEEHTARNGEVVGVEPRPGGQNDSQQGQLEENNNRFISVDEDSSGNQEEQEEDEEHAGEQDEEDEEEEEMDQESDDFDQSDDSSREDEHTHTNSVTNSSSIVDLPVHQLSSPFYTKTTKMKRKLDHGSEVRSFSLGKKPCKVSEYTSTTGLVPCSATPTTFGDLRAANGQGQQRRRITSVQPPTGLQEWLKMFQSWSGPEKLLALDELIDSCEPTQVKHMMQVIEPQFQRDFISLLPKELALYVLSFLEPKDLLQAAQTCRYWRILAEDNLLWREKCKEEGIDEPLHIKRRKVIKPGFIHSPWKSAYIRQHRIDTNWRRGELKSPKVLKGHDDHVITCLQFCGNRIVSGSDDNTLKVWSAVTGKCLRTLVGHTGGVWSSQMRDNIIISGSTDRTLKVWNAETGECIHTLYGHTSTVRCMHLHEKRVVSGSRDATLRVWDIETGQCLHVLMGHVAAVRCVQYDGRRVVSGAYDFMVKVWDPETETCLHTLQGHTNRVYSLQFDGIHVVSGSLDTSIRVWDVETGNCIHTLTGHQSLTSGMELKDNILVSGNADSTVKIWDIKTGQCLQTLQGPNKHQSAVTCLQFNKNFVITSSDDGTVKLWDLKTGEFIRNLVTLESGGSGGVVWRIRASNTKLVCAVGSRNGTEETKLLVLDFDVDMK
GPR151 activ: activates the human receptor GPR151; activation, % at 11.2 µM; AID 1508602; PathHunter beta-arrestin GPR151 cells, luminescence; Q8TDV0; 650,000 tested, 1% active; in the data active means activation above about 4.9%;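 further: 0% = median of compound wells and 100% = cells with positive control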
Target sequence (Q8TDV0 whole entry, looked up): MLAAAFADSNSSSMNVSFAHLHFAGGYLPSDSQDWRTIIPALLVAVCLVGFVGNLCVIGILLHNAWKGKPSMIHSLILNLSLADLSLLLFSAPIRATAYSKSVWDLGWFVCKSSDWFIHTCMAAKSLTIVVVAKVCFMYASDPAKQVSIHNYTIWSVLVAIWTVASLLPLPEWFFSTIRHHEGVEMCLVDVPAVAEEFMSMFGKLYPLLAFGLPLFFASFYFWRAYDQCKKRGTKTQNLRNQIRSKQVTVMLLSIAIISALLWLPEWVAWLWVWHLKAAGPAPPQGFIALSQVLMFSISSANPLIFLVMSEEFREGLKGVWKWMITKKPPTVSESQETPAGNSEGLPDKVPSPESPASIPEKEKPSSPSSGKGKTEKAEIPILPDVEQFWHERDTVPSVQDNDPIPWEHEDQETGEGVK
TEAD-YAP block: TEAD-YAP interaction inhibition. inhibition, % at 9.12 µM. HEK-TIYL cells, TEAD-Gal4/YAP UAS-luciferase luminescence. 640,000 tested, 1.4% active; in the data active means inhibition above about 32%;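 further: 0% = median of test compound wells and 100% = reference inhibitor wells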
MITF inh: human MITF inhibition, primary screen; O75030; AlphaScreen MITF homodimerization, bead proximity signal; inhibition, % at 2.6 µM; 650,000 tested, 0.91% active; in the data active means inhibition above about 50%;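 further: 0% = vehicle wells with protein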
Numbers without * were called inactive; . = no result given. Hits appear at their usual frequency; 3.5% or so of the library scored in one or more.

The opening 6 records as a preview:
SMILES	FBW7 activator	GPR151 activ	TEAD-YAP block	MITF inh
Cc1ccc(NC(=O)/C(C#N)=C/c2cccc(O)c2)cc1Cl	0.0	-1.4	2.1	11.8
CNC(=O)C1Cc2ccccc2N1C(=O)c1ccc(-c2ccccc2)cc1 (stereo not given)	-0.1	1.9	-3.9	9.5
COc1ccc(N(CN2C(=O)c3ccccc3C2=O)C(=O)c2ccccc2[N+](=O)[O-])cc1	-0.1	2.6	13.0	7.3
CCOc1ccc(-c2cn(-c3ccc(C)cc3)c(SCC(=O)Nc3ccc(Cl)cc3)n2)cc1	0.0	-1.9	1.9	-8.1
COc1ccc(CCNC(=O)N2C(=O)C=CC2=O)cc1OC	0.1	-0.4	-0.7	6.2
CCCCC(=O)Nc1ccc(S(=O)(=O)NC(C)(C)C)cc1	0.4	-1.2	-9.0	11.3

Results (from the top)
SMILES	FBW7 activator	GPR151 activ	TEAD-YAP block	MITF inh
Cc1ccc(NC(=O)/C(C#N)=C/c2cccc(O)c2)cc1Cl	0.0	-1.4	2.1	11.8
CNC(=O)C1Cc2ccccc2N1C(=O)c1ccc(-c2ccccc2)cc1 (stereo not given)	-0.1	1.9	-3.9	9.5
COc1ccc(N(CN2C(=O)c3ccccc3C2=O)C(=O)c2ccccc2[N+](=O)[O-])cc1	-0.1	2.6	13.0	7.3
CCOc1ccc(-c2cn(-c3ccc(C)cc3)c(SCC(=O)Nc3ccc(Cl)cc3)n2)cc1	0.0	-1.9	1.9	-8.1
COc1ccc(CCNC(=O)N2C(=O)C=CC2=O)cc1OC	0.1	-0.4	-0.7	6.2
CCCCC(=O)Nc1ccc(S(=O)(=O)NC(C)(C)C)cc1	0.4	-1.2	-9.0	11.3
COc1ccc(/C=C2\N=C(c3ccccc3F)OC2=O)c(OC)c1OC	-0.1	-1.0	-2.1	7.5
CC(=O)Nc1ccc(NC(=O)C2CCCN(S(=O)(=O)c3cnc[nH]3)C2)cc1 (stereo not given)	0.8	0.3	3.5	13.0
N#Cc1c(/N=c2\oc3ccccc3cc2C(=O)Nc2ccccc2)sc2c1CCCC2	-0.1	0.8	-20.6	-5.2
CSCC(=O)N1CCCC(N2CCN(c3ccccc3)CC2)C1 (stereo not given)	-0.1	0.3	-0.3	2.1
Cc1cccc([N+](=O)[O-])c1N=Cc1ccc(N(C)C)cc1	0.1	0.5	-2.3	15.1
O=C1CC(=O)Nc2ccccc2N1	0.1	0.1	0.9	-27.5
COc1cc(N/C=C(\C#N)c2nc(-c3cc4cc([N+](=O)[O-])ccc4oc3=O)cs2)c(OC)cc1Cl	0.2	-0.9	5.5	1.4
NC(=O)Cn1nnc2c(cnn2-c2ccc(F)cc2)c1=O	0.1	-0.8	-7.2	-4.0
CC(C)OCCCNc1ccc2nnc(CCNC(=O)c3ccccc3)n2n1	0.1	-1.3	6.4	11.5
CC(=O)C(c1ccccc1)C(c1ccccc1)C(C)[N+](=O)[O-] (stereo not given)	0.0	0.4	-6.9	-7.3
O=C(Nc1ccc(S(=O)(=O)N2CCCCC2c2cccnc2)cc1)c1cccc([N+](=O)[O-])c1 (stereo not given)	-0.1	0.4	29.3	3.1
N#C/C(=C\c1ccco1)c1nc(-c2ccc(Cl)cc2Cl)cs1	0.1	-0.1	7.7	-11.7
COc1ccc(CCNc2cc(Nc3ccncc3)nc(N)n2)cc1	0.0	2.8	4.0	3.9
CC1(C)CC(=O)c2cc(C#N)c(SCC(=O)N3CCc4ccccc43)nc2C1	-0.1	-0.8	-0.4	-8.2
Cc1c(C(=O)Nc2ccc(F)cc2Cl)sc2ncn(CC(=O)Nc3ccc(C(C)C)cc3)c(=O)c12	0.0	-1.0	-10.8	-12.0
COc1cccc(CNC(=O)Cn2nc(C)n3cccc3c2=O)c1	-0.1	-0.4	-1.2	-12.6
C/C(CC(=O)Nc1ccc(F)cc1F)=N\NC(=O)c1ccc(O)cc1	2.1*	-1.1	-16.8	16.2
COc1ccc(-c2nc(NCCN(C(C)C)C(C)C)c3ncn(-c4ccccc4)c3n2)cn1	0.2	0.5	12.1	20.9
C=CCSc1nc2sc3c(c2c(=O)n1-c1ccc(OC)cc1)CCCC3	-0.1	0.1	-2.3	-1.4
COc1ccc2c(c1)c(=O)oc1cc(OCC(C)=O)ccc12	-1.7	-0.6	-49.0	-10.7
CCOC(=O)/C=C(\C)N1N=C2c3ccc(OC)cc3CCC2C1c1ccc(OC)cc1 (stereo not given)	-0.1	0.1	-8.0	-15.7
COc1cc(/C=C2N=C(/C=C/c3ccc(C)cc3)OC/2=O)cc(OC)c1OC	-0.1	-1.0	-7.0	3.9
Cc1ccc(C(=O)Nc2nnc(SCc3ccccc3)s2)cc1C	0.1	0.4	-20.8	-10.6
CC(=O)O[C@H]1C[C@@H](OC(C)=O)C(C)(C)C2CC(=O)[C@]3(C)C(CC[C@@]4(C)[C@H](C(=O)O)OC(=O)C5OC543)[C@]21C (stereo not given in full)	0.1	1.4	5.5	6.8
COc1cc([N+](=O)[O-])ccc1NC(=O)NCC1CCCO1 (stereo not given)	0.0	0.4	3.1	17.9
Cc1ccc(-c2c(C(=O)Nc3ccc(N(C)C)cc3)oc(=O)c3ccccc23)cc1	0.1	1.3	-1.1	6.7
CCOC(=O)c1cc(Cc2ccccc2)sc1NC(=S)NN1CCN(C)CC1	0.1	-1.1	8.5	19.3
CC(C)OC(=O)CN1CCN(C2c3ccccc3-c3ccccc32)CC1	-0.1	-0.5	1.5	6.1
C=CCC(O)(CC=C)CNC1CCN(c2nc(C)c3cc(OC)ccc3n2)CC1	0.1	0.1	7.5	-10.9
CCCN1C(=O)/C(=C/c2c(NCc3ccco3)nc3ccccn3c2=O)SC1=S	0.0	-1.4	4.3	-4.7
Cc1cc(N)n(-c2ncnc3sc4c(c23)CCC(C)C4)n1 (stereo not given)	0.1	1.8	8.6	0.7
CCOc1cc(/C=N/Nc2nncn2N)ccc1O	-1.2	1.3	8.0	-12.4
CC1=NC(C)(C)Cc2ccccc21	0.0	1.9	-3.2	-14.3
COc1cc(Cl)c(C)cc1NC(=O)c1ccco1	0.2	-0.2	-0.8	-5.5
CCN(CC)C(=O)c1ccccc1NC(=O)c1ccccc1F	-0.1	0.1	10.3	11.3
O=C(Nc1ccc(F)cc1)Nc1cccc(-c2cn3ccccc3n2)c1	-0.1	-1.9	-19.2	-0.6
C=CCn1c(NCCCCCC)nc2c1c(=O)[nH]c(=O)n2C	0.1	-0.1	-12.6	-8.2
Cc1c(Cl)cccc1NC(=O)Cn1cnc2scc(-c3ccccc3)c2c1=O	-0.1	4.5	8.5	4.2
COc1ccc2nc(SCC(=O)N3CCN(c4ccccc4)CC3)c(C#N)cc2c1	0.0	-0.1	7.0	-93.9
CC(C)CCN1C(=O)CCc2cc(NC(=O)NCc3ccc(F)cc3)ccc21	0.1	1.3	2.9	-0.1
CC(C)(C)c1nnc(NC(=O)CS(=O)(=O)Cc2ccccc2)s1	0.0	0.3	17.3	6.7
CCOC(=O)C(NC(C)=O)C(O)c1ccccc1 (stereo not given)	-0.1	0.2	0.5	-2.2
COc1ccc(CCNC(=O)Cc2ccc(C)cc2)cc1OC	-0.1	0.7	-1.8	8.7
CCc1ccc2[nH]c(=O)c(CN(CCO)Cc3nnnn3C3CCCC3)cc2c1	-0.1	0.3	4.1	4.0

Ordered by formula weight (rising): 3 of the compounds above
SMILES	FBW7 activator	GPR151 activ	TEAD-YAP block	MITF inh
CCN(CC)C(=O)c1ccccc1NC(=O)c1ccccc1F	-0.1	0.1	10.3	11.3
CC(C)(C)c1nnc(NC(=O)CS(=O)(=O)Cc2ccccc2)s1	0.0	0.3	17.3	6.7
CCc1ccc2[nH]c(=O)c(CN(CCO)Cc3nnnn3C3CCCC3)cc2c1	-0.1	0.3	4.1	4.0

Next section
SMILES	FBW7 activator	GPR151 activ	TEAD-YAP block	MITF inh
Cn1c2c(c3ccccc31)CCOC21CCN(CCCC#N)CC1	-0.9	1.0	-10.0	18.8
N#Cc1ccccc1OCC(=O)NC1CCCCCCC1	0.1	-0.6	-51.0	-11.3
CCN(Cc1ccccc1)c1ccc(/C=N/n2cnnc2)cc1	0.1	-2.5	11.4	-1.8
COc1ccccc1NC(=O)C1=C(C)NC(SCC(=O)c2ccc(F)cc2)=C(C#N)C1c1ccco1 (stereo not given)	0.7	-1.2	-16.2	3.4
COc1ccc(NC(=O)CCCn2nc([N+](=O)[O-])c(Br)c2C)cc1OC	0.0	-0.4	5.5	1.1
COc1ccc(OC)c(C2=NOC(C(=O)NC(C)c3ccccc3)C2)c1 (stereo not given)	-0.1	0.2	2.7	3.7
O=C(NC1CCN(C(=O)Nc2ccc(Cl)cc2)CC1)C1CCCCC1	0.0	-1.0	2.7	-16.0
O=C(Nc1ccccc1[N+](=O)[O-])C(c1ccccc1)N1CCOCC1 (stereo not given)	0.2	-0.4	4.5	15.5
O=S1(=O)c2cccc3cccc(c23)N1Cc1nc2ccccc2s1	0.1	-1.5	-8.1	-11.3
O=C1C(c2ccc(F)cc2)N(Cc2ccc3c(c2)OCO3)C(=O)CN1C1CCCCCC1 (stereo not given)	0.0	2.5	2.4	7.6
CN(C)c1cccc(-c2cnn3c(NCC4CC4)ccnc23)c1	-0.1	0.6	-23.9	-17.9
COc1ccc(Cc2nc3c4c(-c5ccccc5)c(-c5ccccc5)oc4ncn3n2)cc1OC	0.2	-1.1	-0.1	17.1
COc1ccccc1COCC(O)CN1CCC(C(N)=O)CC1 (stereo not given)	-0.1	-1.3	8.9	49.1
CC(C)CCOc1ccc(C2(C)NC(=O)N(C)C2=O)cc1 (stereo not given)	0.1	1.2	-1.4	7.1
COC(=O)c1ccccc1NC(=O)CN(c1cc(C(F)(F)F)ccc1Cl)S(C)(=O)=O	-0.2	-0.6	2.8	-12.2
CC[C@H](C)[C@@H]1NC(=O)[C@@H]2C[C@H](NC(=O)c3c(Cl)cccc3Cl)CN2C1=O	-0.3	-0.2	-4.5	3.3
C[C@H](O)[C@H]1NC(=O)[C@H]2CN(C(=O)Oc3ccc(F)cc3)CCN2C1=O	0.0	-1.8	-30.6	-5.8
Cn1c(SCC(=O)c2ccccc2)nnc1-c1cccs1	-0.1	0.6	-27.1	4.8
O=C(c1cnn(C(=O)CN2c3cccc4cccc(c34)S2(=O)=O)c1)c1ccccc1O	0.0	0.7	-1.4	6.9
CCC(C)C(NCc1cccc(C)c1)C(=O)O (stereo not given)	-0.1	-0.3	-5.2	2.3
CCCCOc1ccccc1NC(=O)Cn1c(-c2cncs2)nc2ccccc21	0.2	-0.8	-17.4	0.1
Cc1ccccc1-c1noc(-c2ccc(F)cc2)n1	-0.2	0.5	-10.7	-1.7
CCn1cc(C(=O)NCCc2ccc(C)cc2)c(=O)c2cc(S(=O)(=O)N(C)C)ccc21	-0.2	0.4	-3.3	1.8
C[C@@H](O)CCC[C@H](O)/C=C/[C@H]1C=CC(=O)[C@@H]1C/C=C\CCCC(=O)O	.	-1.3	.	12.8
CCN(CC)S(=O)(=O)c1ccc(C(=O)Nc2cccc3c(NC(=O)c4ccc(S(=O)(=O)N(CC)CC)cc4)cccc23)cc1	-0.1	-1.4	-4.9	-4.7
Nn1cnnc1N/N=C/c1ccc(N2CCOCC2)c([N+](=O)[O-])c1	-0.1	-0.4	4.4	2.2
CN(C)Cc1ccccc1-c1ccc(OC2CCN(S(C)(=O)=O)CC2)cc1	-0.1	1.6	1.0	-6.3
O=C(Cc1ccccc1)Nc1ccc(NC(=O)c2cccs2)cc1	-0.1	0.9	-1.6	-1.4
COC(=O)c1ccccc1NC(=O)c1ccc(N2CC3CC(C2)c2cccc(=O)n2C3)c(NC(=O)c2ccccc2Br)c1 (stereo not given)	0.1	0.4	11.2	-41.7
COc1ccccc1CN1CCC(N2CC(C)OC(C)C2)CC1 (stereo not given)	0.0	0.0	9.8	51.8*

Part of the list above, limited to GPR151 activ and MITF inh.
molecule	GPR151 activ	MITF inh
COc1cc(N/C=C(\C#N)c2nc(-c3cc4cc([N+](=O)[O-])ccc4oc3=O)cs2)c(OC)cc1Cl	-0.9	1.4
CSCC(=O)N1CCCC(N2CCN(c3ccccc3)CC2)C1 (stereo not given)	0.3	2.1
CCC(C)C(NCc1cccc(C)c1)C(=O)O (stereo not given)	-0.3	2.3

(further entries)
SMILES	FBW7 activator	GPR151 activ	TEAD-YAP block	MITF inh
CC(=O)c1ccc(NC(=O)CCc2ccccc2)cc1	0.0	0.2	-52.8	-3.7
C/C(Cc1ccccc1)=N/NC(=O)c1cccnc1	0.1	-0.7	-15.4	-5.4
COC(=O)CCC(=O)NC(=S)Nc1cc(Cl)ccc1Cl	0.1	-1.3	-0.5	3.5
CC1CCN(CCCn2c(SCC(=O)NCc3ccccc3)nc3ccccc3c2=O)CC1	0.2	-2.1	2.1	17.5
c1ccc2c(NCc3ccncc3)cccc2c1	0.2	2.2	8.9	6.8
CC1=C(C(=O)Nc2ccccc2C)C(c2ccccc2)NC(=S)N1 (stereo not given)	-0.1	2.7	5.3	-0.9
COC(=O)c1ccc(Cl)c(NC(=O)NC2CCCCC2)c1	0.0	1.8	0.6	12.3
C=CCSc1nnc2c(n1)OC1(CCCC1)Nc1ccccc1-2	0.0	0.7	-40.4	8.1
COCCNC(=O)Cn1c(=O)n(-c2ccc(F)cc2)c(=O)c2oc3ccccc3c21	0.1	3.7	10.7	2.1
Cc1ccc(OCC(=O)N2CCN(C(=O)CC(C)C)CC2)cc1	1.1	0.0	2.9	9.9
O=[N+]([O-])c1ccc(-c2noc(/C=C/c3ccccc3)n2)cc1	0.0	0.6	-7.4	1.4
COc1cc(Nc2nc(-c3c(C)nn(C)c3C)nc3c2ncn3CCN2CCCC2=O)cc(OC)c1OC	-0.1	-0.6	-18.1	6.5
Cc1ccc(N(CC(=O)NCc2ccccc2)S(=O)(=O)c2ccccc2)cc1	0.1	1.0	4.4	2.7
